RAD54 branch – RAD54 (human) branch migration inhibition; Q92698; RAD54 Holliday junction branch migration, FAM/BHQ fluorescence; inhibition, % at 10.4 µM; actives 0.14% (n = 360,000); AID 602329;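 active = mean normalized replicate activity at least 40 and at least half of replicates scoring 40 or more; inconclusive = only one of the two criteria met; inactive = mean below 40 and under half of replicates reaching 40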;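 note: 0% = median of neutral control wells and 100% = median of positive control wells; inhibitors cause a drop in the FAM fluorescence signal; in these data hits start at about 50%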
F508del corr – CFTR F508del correction in bronchial cells; actives 0.36% (n = 350,000); CFBE cells, YFP halide quenching; stimulated with forskolin plus potentiator P3; % fluorescence drop versus neutral controls; AID 720511; activity (quench increase), % at 7.58 µM;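 active = mean added fluorescence quench of at least 8% versus neutral control, with both replicates also reaching 8%; inconclusive = only one of the mean or replicate conditions met; inactive = mean below 8% and not both replicates reaching 8%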;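 note: cells transiently co-express mutant CFTR-F508del with the halide-sensitive YFP; corrector assay measuring rescue of mutant channel to the surface after 24 h compound exposure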
Xi reactivation – reactivates the inactive X chromosome in mouse fibroblasts; actives 0.055% (n = 360,000); activation, % at 7.58 µM; AID 743238; XiGFP mouse fibroblasts, % GFP-positive cells imaging, 3 d; cells co-treated with 5-aza-dC sensitizer; scaled so ellipticine positive control = 100%;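 active = mean normalized replicate activation at least 10% and every replicate at or above 10%; inconclusive = only one of the two criteria met; inactive = mean below 10% and not all replicates reach 10%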;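 note: 0% = median of on-plate neutral control wells and 100% = ellipticine 6 µM median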
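System: SV40-immortalized XiGFP fibroblast cells, line 68-5-11 / Incubation: 3-day compound exposure, then 15 min fixation at room temperature / Compound: single concentration per compound, delivered by pin transfer / Buffer or medium: DMEM plus 5-aza-dC sensitizer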
E-sel inducer – E-selectin induction on HUVECs; P16581; HUVEC E-selectin immunofluorescence imaging; normalized: neutral wells 0, TNF-alpha wells 100; activation, % at 7.58 µM; actives 0.37% (n = 260,000);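 active = mean E-selectin-positive cell signal at least 10% of the positive control, reached in at least 60% of replicates, without over 20% cell loss; inconclusive = no rule given, readout overlaps actives, possibly toxicity-flagged; inactive = the rest, including those meeting only one limit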;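 note: in these data hits start at about 27%; measured in HUVEC primary endothelial cells; signal is the percent of cells scored E-selectin positive by PE staining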
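Test system: HUVEC | Signal: Immunofluorescence imaging | Read-out: Percent E-selectin-positive cells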
RAD52 anneal inh – RAD52 (human) annealing inhibition | P43351 | actives 0.46% (n = 360,000) | inhibition, % at 18.7 µM | recombinant RAD52 DNA annealing, FRET fluorescence;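 active = every replicate showing at least 50% inhibition; inconclusive = mean inhibition at least 50% but not in every replicate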
Target sequence (P43351 whole entry, looked up): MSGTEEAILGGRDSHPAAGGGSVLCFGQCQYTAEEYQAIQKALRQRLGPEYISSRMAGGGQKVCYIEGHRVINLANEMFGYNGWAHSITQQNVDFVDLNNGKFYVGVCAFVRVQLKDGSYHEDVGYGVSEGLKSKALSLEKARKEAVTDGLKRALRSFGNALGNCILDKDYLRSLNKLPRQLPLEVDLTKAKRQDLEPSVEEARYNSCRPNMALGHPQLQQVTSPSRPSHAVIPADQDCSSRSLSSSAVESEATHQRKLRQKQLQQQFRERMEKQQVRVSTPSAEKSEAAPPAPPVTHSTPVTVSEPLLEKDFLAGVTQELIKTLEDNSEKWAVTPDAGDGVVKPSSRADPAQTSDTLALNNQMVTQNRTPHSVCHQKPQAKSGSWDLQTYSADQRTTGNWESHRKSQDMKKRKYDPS
DENV2 CPE – DENV2-induced cell death inhibition; actives 1.7% (n = 350,000); AID 651640; CPE inhibition, % at 9.99 µM; DENV2-infected cells, cytopathic effect rescue, plate reader; in the data active = CPE inhibition above about 20%, passing the limit was not always enough; inconclusive = no clear call, values can overlap the other calls; tested in BHK-21 cells;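 note: 0% = median of neutral control wells and 100% = median of positive control wells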
GSIS activator – GLuc luminescence reporter in INS-1E cells, primary screen for activators of glucose-dependent secretion of insulin; INS-1E GLuc reporter insulin secretion, 2-3 h; activation, % at 16.6 µM; actives 0.61% (n = 370,000);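 active = lowest replicate activation of at least 40%, so every replicate reaches that level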;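 note: 0% = median of neutral control wells and 100% = median of IBMX positive control wells; some compounds called inactive have numbers as strong as hits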
CASP6 VEID inh – caspase-6 (human) enzyme inhibition | AID 686996 | inhibition, % at 12.5 µM | purified caspase-6, Z-VEID-R110 cleavage fluorescence | actives 0.53% (n = 350,000);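 active = mean inhibition across replicates at least about 35%, with every replicate also reaching that limit, limit read from the data; inconclusive = only one of the two criteria met; inactive = neither criterion met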;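 note: 0% = median of neutral control wells and 100% = no fluorescence left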
Target sequence (P55212 24-179 limits assumed): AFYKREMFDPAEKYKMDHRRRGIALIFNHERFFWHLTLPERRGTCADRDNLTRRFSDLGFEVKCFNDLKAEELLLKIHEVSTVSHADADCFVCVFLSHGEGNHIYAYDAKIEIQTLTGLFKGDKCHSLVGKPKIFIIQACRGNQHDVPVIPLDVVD
Target sequence (P55212 194-293 limits assumed): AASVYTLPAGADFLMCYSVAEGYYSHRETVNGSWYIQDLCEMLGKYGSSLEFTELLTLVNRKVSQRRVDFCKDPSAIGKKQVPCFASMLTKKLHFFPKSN
Active calls of the source: *; u = inconclusive; x = no result given. Compounds as they come; any-hit rate near 3.7%.

(1) COc1cccc(NC(=O)N[C@H]2C=C[C@@H](CC(=O)N3CCOCC3)O[C@@H]2CO)c1
(2) CCCN1CCCCC(NC(=O)c2ccccc2C)C1=O (stereo not drawn)
(3) CSCC[C@H](NC(=O)N1CCn2c1nc1ccccc12)C(=O)NC1CC1
(4) COc1ccc(S(=O)(=O)N(C)C[C@H]2Oc3ccc(NS(=O)(=O)c4ccc(Cl)cc4)cc3C(=O)N([C@@H](C)CO)C[C@@H]2C)cc1
(5) CCCCCc1nc2c(c3c1CCCC3)CCCC2
(6) COc1cccc(NC(=O)N2C[C@@H](O)COC[C@H]3O[C@@H](CC(=O)NCc4ccccc4F)CC[C@@H]32)c1
(7) O=C(Cn1cnc2c(nnn2-c2ccccc2)c1=O)NCc1ccco1
(8) CCN(C(=O)c1cc2c(s1)-c1ccccc1S(=O)(=O)C2)c1cc(OC)ccc1OC

assay / compound,1,2,3,4,5,6,7,8
RAD54 branch,-3,x,-9,-2,x,3,-2,1
F508del corr,1.2,-0.7,1.4,-0.9,-1.4,-0.4,-2.6,-4.5
Xi reactivation,-0.1,0.3,0.0,-1.0,0.1,0.0,0.1,0.0
E-sel inducer,0.3,1.1,x,0.9,-0.2,0.0,x,1.2
RAD52 anneal inh,-12,-5,-5,20,1,-9,-3,-6
DENV2 CPE,-6,-4,3,-7,-3,0,-11,4
GSIS activator,2,1,1,-13,26,2,2,-3
CASP6 VEID inh,-2,4,-1,0,-1,-2,1,-2

(9) Cc1ncc([N+](=O)[O-])n1Cc1ccccc1F
(10) CC(C)(C)c1nc2cc(Cl)c([N+](=O)[O-])cc2o1
(11) O=C(CCCCCCC(=O)Nc1ccc(CO)cc1)NOCc1ccccc1
(12) COc1ccc(NC(=O)C2CCN(C(=O)[C@@H]3Cc4ccccc4CN3C(=O)OC(C)(C)C)CC2)cc1
(13) COc1ccc(CN2CCN(C(=O)C3CCN(C(=O)Nc4ccccc4)CC3)CC2)cc1OC
(14) Cc1ccc(C(=O)NC2CCCCN(C)C2=O)cc1 (stereo not drawn)
(15) CCCc1c(-c2cccc(Br)c2)ncn1Cc1cccc(-c2ccccc2)c1
(16) CN1C(=O)c2cc(NC(=O)C3CCOCC3)ccc2OC[C@H]2O[C@@H](CC(=O)NCCc3ccncc3)CC[C@H]21

assay / compound,9,10,11,12,13,14,15,16
RAD54 branch,14,8,0,-6,-3,x,x,2
F508del corr,-3.5,-2.1,0.9,-1.1,-0.6,2.2,0.4,x
Xi reactivation,0.0,0.0,x,0.1,0.9,0.3,x,0.0
E-sel inducer,x,6.2,x,x,-0.9,0.3,0.8,-0.2
RAD52 anneal inh,-10,3,5,-8,-22,-28,-34,6
DENV2 CPE,6,-2,-9,-3,-1,14,0,2
GSIS activator,10,-4,x,-14,11,7,-5,19
CASP6 VEID inh,2,-4,-4,1,-11,-2,-1,-3

Single values from the results shown:
`COc1ccc(NC(=O)C2CCN(C(=O)[C@@H]3Cc4ccccc4CN3C(=O)OC(C)(C)C)CC2)cc1` | Xi reactivation = 0.1
`Cc1ncc([N+](=O)[O-])n1Cc1ccccc1F` | CASP6 VEID inh = 2
`CCCc1c(-c2cccc(Br)c2)ncn1Cc1cccc(-c2ccccc2)c1` | F508del corr = 0.4
`Cc1ccc(C(=O)NC2CCCCN(C)C2=O)cc1` (stereo not drawn) | DENV2 CPE = 14

The list goes on:
(17) Cc1ccc(C)c(N2CCN(C(=O)Cn3ncn4cccc4c3=O)CC2)c1
(18) O=C(CSc1nc2c([nH]c3ccccc32)c(=O)n1-c1ccccc1)N1CCOCC1
(19) Cc1cccc(C)c1NC(=O)C(c1ccccc1)N1CCC(Cc2ccccc2)CC1 (stereo not drawn)
(20) CCOCCCNCc1cc(Br)ccc1OCC
(21) COC(=O)[C@]1(C)N[C@H](c2ccc(SC3CCCCC3)c(OC)c2)[C@@H]2C(=O)N(C)C(=O)[C@@H]21
(22) C[C@H]1CN([C@@H](C)CO)C(=O)Cc2cc(NC(=O)NC3CCCCC3)ccc2O[C@@H]1CN(C)S(=O)(=O)c1ccc(Cl)cc1
(23) CCOCCCN(C(=O)Cn1nnc(-c2ccc(C)o2)n1)C(C(=O)NC1CCCC1)c1ccc(C)o1 (stereo not drawn)
(24) N#Cc1ccccc1NC(=O)C(=O)NCC1CCCN1S(=O)(=O)c1cccs1 (stereo not drawn)

assay / compound,17,18,19,20,21,22,23,24
RAD54 branch,6,1,-3,6,6,-5,11,x
F508del corr,-4.8,2.2,-2.5,-0.8,1.3,-3.4,-0.8,0.0
Xi reactivation,0.2,0.4,x,0.1,0.2,-0.4,-0.1,0.0
E-sel inducer,0.1,0.3,3.4,4.4,0.0,0.3,x,2.1
RAD52 anneal inh,-8,6,-12,-17,-9,17,-22,0
DENV2 CPE,-3,5,4,-3,1,11,-5,1
GSIS activator,1,10,12,40,-42,6,-2,12
CASP6 VEID inh,0,0,1,1,1,-4,1,-1

(25) COc1cc2nc(/C=C/c3ccc(N(C)C)cc3)sc2cc1SC
(26) CS(=O)(=O)N1[C@@H](C#N)[C@@H](c2ccc(C#Cc3cccc(F)c3)cc2)[C@@H]1CO
(27) O=C1c2cccc3cccc(c23)C(=O)N1CC1CCN(S(=O)(=O)c2ccccc2)CC1
(28) C[C@@H]1CN([C@@H](C)CO)C(=O)c2cc(NC(=O)Nc3ccc4c(c3)OCO4)ccc2O[C@@H]1CN(C)C(=O)Nc1cccc2ccccc12
(29) CCN(C[C@H]1[C@H](c2ccccc2)[C@@H](CO)N1C(C)=O)C(=O)c1ccccn1
(30) CCC(C)NC(=O)c1ccc(-n2c(=S)[nH]c3ccccc3c2=O)cc1 (stereo not drawn)
(31) COC(=O)c1sc(NC(=S)NC(=O)c2ccccc2)nc1C
(32) O=[N+]([O-])c1cccc(S(=O)(=O)NCCc2ccccc2)c1

assay / compound,25,26,27,28,29,30,31,32
RAD54 branch,-27,-1,-8,-3,-2,2,x,-9
F508del corr,2.2,1.2,-1.8,-4.2,-0.7,-1.0,x,1.2
Xi reactivation,4.1,-0.1,x,0.8,0.0,0.2,0.0,0.0
E-sel inducer,0.7,1.4,-0.4,0.7,-0.1,1.1,x,x
RAD52 anneal inh,-171,-93,-8,5,-4,-5,-9,-1
DENV2 CPE,x,-19,u,13,-10,-1,-3,16
GSIS activator,5,-17,10,13,15,-13,8,-11
CASP6 VEID inh,-1,1,1,-2,-3,-2,2,4

Compound profiles (already shown).
`CS(=O)(=O)N1[C@@H](C#N)[C@@H](c2ccc(C#Cc3cccc(F)c3)cc2)[C@@H]1CO` across the screens: RAD54 branch = -1; F508del corr = 1.2; Xi reactivation = -0.1; E-sel inducer = 1.4; RAD52 anneal inh = -93; DENV2 CPE = -19; GSIS activator = -17; CASP6 VEID inh = 1
`COC(=O)c1sc(NC(=S)NC(=O)c2ccccc2)nc1C` across the screens: RAD54 branch = x; F508del corr = x; Xi reactivation = 0.0; E-sel inducer = x; RAD52 anneal inh = -9; DENV2 CPE = -3; GSIS activator = 8; CASP6 VEID inh = 2

Going on with the list.
(33) COc1ccc(NC(=O)N2C[C@H](O)COC[C@@H]3O[C@@H](CC(=O)N4CCCCC4)CC[C@H]32)cc1
(34) O=C(CN(Cc1ccc(F)cc1)C(=O)CNS(=O)(=O)c1ccc(F)cc1)NCC1CCCO1 (stereo not drawn)
(35) CN(C(=O)c1cccc(NC(=O)Cc2ccc([N+](=O)[O-])cc2)c1)C1CC1
(36) CCOc1ccc(N(C)C(=O)CCc2nnc3ccc(N4CCOCC4)nn23)cc1
(37) Cn1nc(C(=O)NCCCN2CCCCC2)c2c1-c1ccccc1SC2
(38) CC1CCN(Cc2c(O)ccc3c(=O)c(-c4nc5ccccc5s4)c(N)oc23)CC1
(39) O=C(C1CCC(CNc2nc(=S)[nH]c3ccccc23)CC1)N1CCN(c2ccc(F)cc2)CC1 (stereo not drawn)
(40) COc1ccc(C(C)(NC(C)=O)c2nc(-c3ccc(F)cc3OC)cs2)cc1 (stereo not drawn)

assay / compound,33,34,35,36,37,38,39,40
RAD54 branch,5,9,8,-2,14,x,x,8
F508del corr,-2.4,-3.2,-1.9,-2.6,2.9,x,0.3,1.6
Xi reactivation,0.3,0.3,0.0,-0.1,0.5,0.6,0.0,0.0
E-sel inducer,0.0,-0.1,0.1,x,x,x,-0.4,-0.1
RAD52 anneal inh,0,-4,-52,-6,6,6,9,-7
DENV2 CPE,4,17,18,9,-1,2,-3,-8
GSIS activator,-1,17,-5,2,3,7,-32,x
CASP6 VEID inh,2,0,0,-2,-2,-4,-5,-2

(41) O=C(c1ccccc1)N1C[C@@H]2[C@H](c3ccccc31)[C@@H](CO)N2C(=O)c1ccccn1
(42) CCN(CC)S(=O)(=O)c1ccc(Cl)c(C(=O)Nc2cc(C)nn2-c2ccccc2)c1
(43) Cc1cccc([C@@H]2[C@@H]3C(=O)N(Cc4ccccc4)C(=O)[C@@H]3[C@]3(Cc4ccc(Cl)cc4)C(=O)N(c4cccc(Br)c4)C(=O)N23)c1
(44) Cc1ccc(S(=O)(=O)N2CC[C@H]3[C@H](CO)Nc4ccc(C#Cc5ccc(F)cc5)cc4[C@H]32)cc1

assay / compound,41,42,43,44
RAD54 branch,-12,x,-5,-1
F508del corr,-2.6,x,-3.0,7.8
Xi reactivation,0.0,0.1,-0.1,0.0
E-sel inducer,0.3,0.3,-0.1,0.6
RAD52 anneal inh,-10,-8,-15,-4
DENV2 CPE,-6,11,7,-13
GSIS activator,8,0,18,1
CASP6 VEID inh,0,0,-1,1

Molecules shown so far that contain bromine, in the order listed:
(15) CCCc1c(-c2cccc(Br)c2)ncn1Cc1cccc(-c2ccccc2)c1
(20) CCOCCCNCc1cc(Br)ccc1OCC
(43) Cc1cccc([C@@H]2[C@@H]3C(=O)N(Cc4ccccc4)C(=O)[C@@H]3[C@]3(Cc4ccc(Cl)cc4)C(=O)N(c4cccc(Br)c4)C(=O)N23)c1

assay / compound,15,20,43
RAD54 branch,x,6,-5
F508del corr,0.4,-0.8,-3.0
Xi reactivation,x,0.1,-0.1
E-sel inducer,0.8,4.4,-0.1
RAD52 anneal inh,-34,-17,-15
DENV2 CPE,0,-3,7
GSIS activator,-5,40,18
CASP6 VEID inh,-1,1,-1

Given with tabs: entries from further up
no.	canonical_smiles	RAD54 branch	F508del corr	Xi reactivation	E-sel inducer	RAD52 anneal inh	DENV2 CPE	GSIS activator	CASP6 VEID inh
41	O=C(c1ccccc1)N1C[C@@H]2[C@H](c3ccccc31)[C@@H](CO)N2C(=O)c1ccccn1	-12	-2.6	0.0	0.3	-10	-6	8	0
42	CCN(CC)S(=O)(=O)c1ccc(Cl)c(C(=O)Nc2cc(C)nn2-c2ccccc2)c1	x	x	0.1	0.3	-8	11	0	0

High-throughput results (PubChem)
